Compound activity as filed in PubChem.
Epigenetic reg = regulators of epigenetic silencing causing reporter derepression in mouse cells. murine LDR cells, GFP reporter derepression, 30 h. 280,000 tested, 0.2% active. Potency, µM (highest dose often 53.9 µM), inactives show top-dose GFP activation, usual class: activators; also: potency is read from the fitted curve at half-maximal effect; % of control where 0% means no effect; nearly all actives have a fitted effect of over 60% in size
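Murine LDR cells bearing a silenced CMV-driven GFP reporter were exposed to compound for 30 h at 37 C. After PBS washes, GFP-positive cells (20-120 um objects) counted by laser-scanning microplate cytometry.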
GLA spleen mod = inhibits or activates alpha-galactosidase in human spleen homogenate; 240,000 tested, 0.008% active; Potency, µM (top dose mostly 80 µM), without a hit: top-dose activity change, negative = inhibition, hits mostly inhibitors; human spleen homogenate, 4MU-alpha-Gal fluorescence, 40 min; P06280;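 also: potency is read from the fitted curve at half-maximal effect; 0% = enzyme with vehicle and -100% = no enzyme basal signal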
Target sequence (P06280 32-429 limits assumed): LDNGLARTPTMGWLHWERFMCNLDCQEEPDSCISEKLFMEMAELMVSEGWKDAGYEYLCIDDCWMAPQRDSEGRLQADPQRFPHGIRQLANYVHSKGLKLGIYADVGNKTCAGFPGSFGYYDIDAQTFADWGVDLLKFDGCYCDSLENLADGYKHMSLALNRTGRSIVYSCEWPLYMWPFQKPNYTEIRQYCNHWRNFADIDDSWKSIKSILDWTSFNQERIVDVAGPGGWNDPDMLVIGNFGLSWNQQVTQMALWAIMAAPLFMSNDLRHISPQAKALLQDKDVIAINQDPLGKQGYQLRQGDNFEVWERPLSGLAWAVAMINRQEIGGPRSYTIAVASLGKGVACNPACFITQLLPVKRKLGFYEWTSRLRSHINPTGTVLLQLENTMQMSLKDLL
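Fluorogenic readout (Ex 365/Em 440 nm) of 4-methylumbelliferone released from 1 mM 4-MU-alpha-galactoside by spleen homogenate, 40 min at 37C, pH 5.0. Data normalized to no-enzyme and enzyme controls; Hill-equation AC50 from compound titrations.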
Lamin A splicing = LMNA splicing modulation; HeLa LMNA splicing GFP/RFP minigene ratio, 48 h; Potency, µM (doses to about 46.1 µM), for inactives: at the top dose ratio change, negative = inhibition, actives largely listed as inhibitors; 200,000 tested, 0.01% active; active = well fitted inhibition curve with a large enough effect in the signal ratio, with a control signal flat, not every such curve was filed as active; inconclusive = small, poorly fitted or top-dose-only effect, or effect the other way, or a change in a side signal; the % refers to the signal ratio; also: potency is read from the fitted curve at half-maximal effect; % is scaled to controls: 0 for no effect and ±100 for the full control effect
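S3 HeLa stable clones carrying a lamin A-EGFP splicing minigene plus DsRed2 were seeded at 600 cells/well in Opti-MEM with 2% FBS, pin-dosed and incubated 48 h at 37°C. Acumen cytometry (488 nm) gave the GFP/RFP total-intensity ratio.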
CBFb-RUNX1 inh = CBF-beta/RUNX1 interaction disruption; AlphaScreen CBFb-His/RUNX1-biotin binding, biochemical; Potency, µM (top dose mostly 59.8 µM), without a hit: at the top dose activity, negative = inhibition, usual class: inhibitors; AID 1477; 230,000 tested, under 10 active; Q01196+Q13951; also: % of control where 0% means no effect
Target sequence (Q01196 whole entry, looked up): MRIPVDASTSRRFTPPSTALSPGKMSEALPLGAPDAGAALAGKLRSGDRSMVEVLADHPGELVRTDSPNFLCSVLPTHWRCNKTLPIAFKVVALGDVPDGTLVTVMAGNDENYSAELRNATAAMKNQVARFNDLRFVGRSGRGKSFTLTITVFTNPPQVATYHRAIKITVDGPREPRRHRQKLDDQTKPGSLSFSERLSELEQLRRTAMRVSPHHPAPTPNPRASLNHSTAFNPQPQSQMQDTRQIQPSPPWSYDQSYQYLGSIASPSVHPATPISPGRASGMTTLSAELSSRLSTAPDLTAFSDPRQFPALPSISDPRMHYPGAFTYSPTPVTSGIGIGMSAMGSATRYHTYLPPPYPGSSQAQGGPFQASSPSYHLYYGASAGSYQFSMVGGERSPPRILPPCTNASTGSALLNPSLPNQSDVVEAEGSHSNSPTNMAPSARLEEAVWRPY
Target sequence (Q13951 whole entry, looked up): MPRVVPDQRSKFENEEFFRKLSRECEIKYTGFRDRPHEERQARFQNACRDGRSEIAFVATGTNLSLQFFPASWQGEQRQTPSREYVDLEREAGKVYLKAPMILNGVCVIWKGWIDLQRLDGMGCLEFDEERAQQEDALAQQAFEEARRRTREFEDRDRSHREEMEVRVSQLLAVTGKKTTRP
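Room-temperature protein-protein interaction test with 30 nM each of His-tagged CBF-beta and biotinylated RUNX1, 15 min with compound, then 90 min with nickel plus streptavidin beads. Signal read in AlphaScreen mode.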
Luc counter = Kinase-Glo luciferase inhibition (counter-screen) | Kinase-Glo luciferase, ATP luminescence, 8 min | Potency, µM (highest dose often 38.3 µM), for the others: at the highest dose activity change, negative = inhibition, actives largely listed as inhibitors | AID 1379 | 200,000 tested, 0.28% active | Q27757; also: potency is read from the fitted curve at half-maximal effect; % is scaled to controls: 0 for no effect and ±100 for the full control effect; nearly all actives have a fitted effect of over 60% in size
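Luminescence was the read-out, taken after 8-minute incubation at ambient temperature. Luciferase turned over luciferin with 10 uM ATP in imidazole pH 7.2 buffer containing KCl, MgCl2, Tween 20 and BSA.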
NPSR antag = antagonists of human neuropeptide S receptor cAMP signaling. AID 1461. CHO-NPSR cells, cAMP TR-FRET, antagonist mode. 220,000 tested, 1% active. Potency, µM (highest dose often 38.3 µM), for inactives: at the top dose activity change, negative = inhibition, hits mostly inhibitors; also: potency is read from the fitted curve at half-maximal effect; % is scaled to controls: 0 for no effect and ±100 for the full control effect; nearly all actives have a fitted effect of over 50% in size; many of its hits are not listed in these tables
IMPase Li cell = IMPase inhibition in cells with lithium potentiation. CHO-M1 cells, IP1 TR-FRET (IP-One), carbachol + lithium. Potency, µM (doses to about 59.4 µM), for the others: at the top dose activity, negative = IMPase inhibition, most hits filed as inhibitors. 210,000 tested, 0.35% active. AID 1457;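 also: IP1 builds up when IMPase is blocked and the TR-FRET signal falls; potency is read from the fitted curve at half-maximal effect; plate controls were basal vehicle for no effect and high inhibitor control for full effect; nearly all actives have a fitted effect of over 50% in size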
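CHO cells stably expressing M1 receptor (2000/well, cultured 16–30 h) treated 30 min at 37C with compound plus low lithium. Cytosolic IP1 by TR-FRET (665/620 ratio and 620 channel) after 10 min lysis; AC50 by Hill fit.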
Starred values were filed as active, the others as inactive; ? = inconclusive; · = no result given; & = joins results of further samples; [ ] = remark or other dose. Unless noted, calls follow the shape of the dose curve; as a rule, active = well fitted curve in the direction sought with a large enough effect; inconclusive = small, poorly fitted or top-dose-only effect, or another doubt; inactive = no such curve, though single readings can be large; an effect the other way counts as inactive or inconclusive. The list is partial (hit frequency here may not be typical).

SMILES	Epigenetic reg	GLA spleen mod	Lamin A splicing	CBFb-RUNX1 inh	Luc counter	NPSR antag	IMPase Li cell
CC(C)=CCN1CCN(Cc2ccc(C#CC(C)(C)O)s2)CC1CCO (configuration not stated)	-1.0%	0%	·	22%	-7%	-2%	16%
Cc1csc2c(=O)[nH]cnc12	1.1%	-5%	-4%[46 µM]	-1%	10%	17%	-2%
CCOc1ccc2cc(C#N)c(SCC(=O)OC)nc2c1	?	4%	3%	2%	-3%	4%[7.67 µM]	?
O=C(CC12CC3CC(CC(C3)C1)C2)N/N=C/c1ccncc1	0.0%	2%	-2%	3%	0%	1%	-7%
CC(NC(=O)COC(=O)CCc1nc(=O)c2ccccc2n1C)c1ccccc1 (configuration not stated)	0.0%	-4%	·	-1%	·	10%	-11%
CCC(C(=O)O/N=C(\N)c1ccc(Cl)cc1)c1ccccc1 (configuration not stated)	-2.1%	2%	11%	16%	2%	-12%[46.1 µM]	7%[38.3 µM]
COc1nc(-c2ccccc2)ccc1-c1noc(COc2ccccc2)n1	-0.7%	-11%	?	?	9%	-29%[46.1 µM]	-14%[38.3 µM]
COc1cc(/C=N/NC(=O)c2cc(-c3ccc4c(c3)OCO4)n[nH]2)ccc1O	8.4%	3%	?	1%	-3%	2%	7%
O=C(Nc1ccc(F)cc1)c1ccccc1Oc1ccc(C(F)(F)F)cc1[N+](=O)[O-]	0.0%	1%	?	-15%	-2%	-46%	17%
CC1/C(=N/O)CC(c2ccccc2)N(C)C1c1ccccc1 (configuration not stated)	3.7%	10%	0%	17%	0%	-4%[46.1 µM]	7%
CCOc1cc(NC(=S)Nc2ccccc2)c(OCC)cc1NC(=O)c1ccc(OC)cc1	1.0%	-8%	4%	-9%	-1%	-20%[46.1 µM]	-8%[38.3 µM]
O=C(c1nc2ccccc2s1)N1CCSCC1	2.4%	-17%	-1%	2%	0%	-5%[46.1 µM]	13%[38.3 µM]
COC(=O)C1=CN(C(C)C)C=C(C(=O)OC)C1c1cccc(OC)c1	0.0%	?	-9%	18%	1%	-11%[46.1 µM]	1%[38.3 µM]
CCOC(=O)c1sc(NC(=O)CSc2nnc(Cc3ccccc3)o2)c(C#N)c1C	2.7%	3%	-3%	6%	-4%	-4%[46.1 µM]	18%[38.3 µM]
COc1cc(/C=N/NC(=O)C(=O)/C=C2\NC3(CCCC3)Cc3ccccc32)ccc1O	1.1%	-1%	?	?	0%	-42%	8%
CC1(C(=O)Nc2cccc(S(=O)(=O)N3CCOCC3)c2)Cc2ccccc2C(=O)O1 (configuration not stated)	-2.2%	1%	?	4%	-1%	9%	7%
COc1ccc(C(=O)NC(=S)NCc2cccnc2)cc1OC	3.0%	4%	4%[46 µM]	1%	-1%	-6%	4%
O=C(CSc1nnnn1C1CCCC1)c1ccc2c(c1)OCCO2	-0.9%	-9%	1%	6%	2%	-12%[46.1 µM]	0%
COc1ccc(N2CC(NC(=O)Nc3ccccc3)CC2=O)cc1 (configuration not stated)	3.5%	-12%	·	1%	-2%	1%	7%
CC(C)c1nnc(NC(=O)C2CCCN2C(=O)Nc2ccccc2[N+](=O)[O-])s1 (configuration not stated)	0.0%	3%	·	5%	2%	-5%	-3%
CC1=C(C(=O)NCCc2ccc(C)cc2)C2(CCC(C)CC2)OC1=O (configuration not stated)	-0.4%	-9%	4%	3%[2.36 µM]	-3%	-2%	8%
Cc1ccc(C(=O)N2CCN(c3ncnc4c(-c5ccccc5)nsc34)CC2)cc1	0.0%	-18%	5%[46 µM]	1%	-2%	-14%	17%
CC(C)=CCC/C(C)=C/C=N/NC(=O)c1ccccc1[N+](=O)[O-]	-1.0%	3%	?	-2%	·	-10%[46.1 µM]	·
c1coc(CNCCCN2CCOCC2)c1	-1.0%	2%	-6%	0%	-4%	1%[46.1 µM]	27%[38.3 µM]
COc1cccc2c(=O)c(C/C=C(/C)Cl)c(C)[nH]c12	-2.6%	3%	1%	4%	0%	-9%[46.1 µM]	4%[38.3 µM]
CCOC(=O)NCCc1ccc(OC)cc1	0.0%	?	1%	4%	0%	-6%[46.1 µM]	13%[38.3 µM]
Cc1ccc(S(=O)(=O)N2CCOCC2)cc1C(=O)c1nccn1C	-2.6%	4%	8%[46 µM]	-1%	1%	16%	3%
CCCCNC(=S)Nc1ccc(Cl)cc1	-0.8%	2%	?	0%	2%	-11%	-2%
COc1ccc(-c2cc(C(F)F)n3ncc(C(=O)NCCCN4CCCC4=O)c3n2)cc1	-0.8%	9%	-14%	10%	-3%	-7%[46.1 µM]	37%[38.3 µM]
CN(C)c1nc(Nc2ccccc2)nc(N(C)C)n1	2.3%	-3%	-5%	-4%	-2%	-1%[46.1 µM]	22%[38.3 µM]
CN(C)C(CNC(=O)c1ccc2c(c1)S(=O)(=O)c1ccccc1C2=O)c1ccco1 (configuration not stated)	0.0%	-6%	·	2%	-1%	16%	-1%
CCCn1c(=N)n(CC(=O)c2cccs2)c2ccccc21	-7.9%	4%	-18%	8%	2%	1%[46.1 µM]	28%[38.3 µM]
OCCN1CCN(c2cc(-c3ccccc3)c3ccccc3n2)CC1	1.1%	7%	?	17%	4%	0%	-1%
COc1ccc(Br)cc1CNC(=O)C1CCN(S(=O)(=O)N2CCCC2)CC1	-1.1%	2%	-1%	1%	0%	-8%[46.1 µM]	3%[38.3 µM]
Cc1nnc(SCC(=O)c2ccc(Cl)cc2)s1	-2.6%	-8%	?	-4%	-3%	1%	22%
Cc1ccccc1OCc1nnc(SC(C)C(=O)O)n1Cc1ccccc1 (configuration not stated)	1.6%	3%	17%[46 µM]	3%	0%	-10%	-2%
O=C(COc1ccccc1[N+](=O)[O-])N(Cc1ccccc1)c1ccccn1	-0.6%	-4%	3%[46 µM]	11%	-4%	-4%	10%
Cn1c(C(O)c2ccccc2)nc(Cl)c1Cl (configuration not stated)	0.1%	-21%	-1%	1%	-1%	4%[46.1 µM]	-15%[38.3 µM]
Cc1nc2cnc(N3CCN(C)CC3)nc2n(C2CC2)c1=O	·	3%	5%	·	·	·	-25%
CCc1ccc2c(c1)N(C[C@H](C)CN(C)C)c1ccccc1S2	·	·	?	·	-4%[7.66 µM]	·	34%[activator]

An excerpt from above in order of length of the SMILES, ascending:
SMILES	Epigenetic reg	GLA spleen mod	Lamin A splicing	CBFb-RUNX1 inh	Luc counter	NPSR antag	IMPase Li cell
CCOC(=O)NCCc1ccc(OC)cc1	0.0%	?	1%	4%	0%	-6%[46.1 µM]	13%[38.3 µM]
Cc1nc2cnc(N3CCN(C)CC3)nc2n(C2CC2)c1=O	·	3%	5%	·	·	·	-25%
OCCN1CCN(c2cc(-c3ccccc3)c3ccccc3n2)CC1	1.1%	7%	?	17%	4%	0%	-1%
Cc1ccccc1OCc1nnc(SC(C)C(=O)O)n1Cc1ccccc1 (configuration not stated)	1.6%	3%	17%[46 µM]	3%	0%	-10%	-2%
CN(C)C(CNC(=O)c1ccc2c(c1)S(=O)(=O)c1ccccc1C2=O)c1ccco1 (configuration not stated)	0.0%	-6%	·	2%	-1%	16%	-1%

New compounds follow:
SMILES	Epigenetic reg	GLA spleen mod	Lamin A splicing	CBFb-RUNX1 inh	Luc counter	NPSR antag	IMPase Li cell
Cc1ccc(Cl)cc1NC(=O)c1ocnc1C	-1.9%	-22%	?	-6%	1%	5%[46.1 µM]	1%[38.3 µM]
COC(=O)C(=C/C(C)=C/c1cccnc1)C(=O)OC	13%	-3%	?	-1%	-4%	-33%	7%
CCOc1ccc2nc(SCc3ccc(OC)cc3)sc2c1	-3.2%	-1%	?	-13%	3%	0%	11%
COc1ccccc1Nc1nc2c(s1)CCC2	1.0%	-9%	10%	-4%	4%	-5%[46.1 µM]	-6%[38.3 µM]
O=C(O)CCCC(=O)Nc1nncs1	-1.0%	1%	2%[46 µM]	2%	1%	21%	-2%
O=C(N1CCN(Cc2ccccc2)CC1)C(Cl)(Cl)Cl	-3.0%	11%	?	18%	3%	1%	-5%
CC1(c2ccc(OC(F)F)cc2)NC(=O)N(/N=C/c2c(O)ccc3ccccc23)C1=O (configuration not stated)	-0.9%	2%	?	-17%	-4%	-17%	23%
CSc1ccccc1C(=O)NCCCOC(C)C	-0.5%	7%	-3%	1%	-1%	-1%[46.1 µM]	9%[38.3 µM]
CCCCn1c(CNC(=O)C23CC4CC(CC(C4)C2)C3)nnc1SC(C)CC (configuration not stated)	0.0%	6%	-14%	7%	0%	-9%[46.1 µM]	1%
COc1ccc(CNc2nc(NCc3ccc(OC)cc3)n(C(=O)c3ccncc3)n2)cc1	4.4%	4%	·	?	·	-8%	15%
CC(C)(C)SCCNC(=O)c1cccc([N+](=O)[O-])c1	2.2%	1%	?	3%	1%	6%	1%
O=C(CSCc1ccc([N+](=O)[O-])cc1)NC1CC1	-1.8%	4%	-1%	3%	1%	13%	0%
O=C(C1CCC1)N1CCc2cc(S(=O)(=O)NCC3COc4ccccc4O3)ccc21 (configuration not stated)	-1.1%	7%	?	6%	1%	-11%[46.1 µM]	17%[38.3 µM]
Cc1c(N)c(=O)n(-c2ccccc2)n1C	0.0%	12%	-13%	23%	-5%	·	19%&-11%
CCOC(=O)c1ccccc1NCN1C(=O)CSC1=O	-2.2%	11%	-1%	8%	-1%	-11%[46.1 µM]	6%
CCn1c(C)nc2cc(C(=O)N3N=C(CCOC)CC3(O)C(F)(F)F)ccc21 (configuration not stated)	5.6%	1%	·	9%	·	13%	·

Three entries from above, ordered by the value under IMPase Li cell, lowest first:
smiles,Epigenetic reg,CBFb-RUNX1 inh,NPSR antag,IMPase Li cell
O=C(N1CCN(Cc2ccccc2)CC1)C(Cl)(Cl)Cl,-3.0%,18%,1%,-5%
CCOC(=O)c1ccccc1NCN1C(=O)CSC1=O,-2.2%,8%,-11%[46.1 µM],6%
COc1ccc(CNc2nc(NCc3ccc(OC)cc3)n(C(=O)c3ccncc3)n2)cc1,4.4%,?,-8%,15%
